# S aureus QS inh: S. aureus quorum sensing inhibition; S. aureus RN6390 RNAIII-GFP reporter, AIP-induced, flow cytometry 3 h; inhibition, % at 2 µM; actives 0.3% (n = 24,000); AID 527;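 active means share of bacteria positive for the green fluorescent reporter and its mean brightness both inhibited by 50% or more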;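 further: 0% = AIP-stimulated control and 100% = unstimulated bacteria without AIP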
# S aureus QS inh GFP MFI %: further read-out of S aureus QS inh, marked with its call; inhibition, %; measured here: inhibition of GFP MFI
# Numbers without * were called inactive; & = joins results of further samples.
# Second line of a record: S aureus QS inh, S aureus QS inh GFP MFI %
- CCn1c(=O)cc(SCC(=O)Nc2ccc3c(c2)OCCO3)c2ccccc21
    2, 13
- Cc1noc(C)c1S(=O)(=O)N1CCC2(CC1)OCCO2
    -6, -12
- COc1ccccc1CNC(=O)CCS(=O)(=O)c1ccc2c(c1)CCCN2C(C)=O
    -6, -23
- COc1cccc(NC(=O)N2CCN(c3cccc(C)c3)C(C)C2)c1 (stereo unspecified)
    6, 46
- Cn1c(=O)c2c(ncn2CC(O)CO)n(C)c1=O (stereo unspecified)
    -2, -9
- CC1(C)SC2[C@H](NC(=O)C(NC(=O)N3CCNC3=O)c3ccccc3)C(=O)N2C1C(=O)O (stereo partly specified)
    -13, -21
- COCC(=O)NC(c1ccccc1)c1ccccc1
    0, -1
- Cc1nc2c(C(=O)NCc3ccccc3)c[nH]n2c(=O)c1Cl
    -2, -6
- CCSc1nc(N)c(C#N)c(-c2ccccc2Cl)c1C#N
    -12, -35
- CCN(CC)C(=O)C1CC(c2ccc(OC)cc2)=NO1 (stereo unspecified)
    -1, 1
- Cc1c(C)n(C)c2ccc(C(=O)NCc3cccs3)cc12
    0, 2
- COCCN1Cc2cccc(C(=O)Nc3ccc4c(c3)OCCO4)c2C1=O
    -1, 2
- COc1ccc(C)cc1NC(=O)C1CCCN(S(=O)(=O)c2c(C)noc2/C=C/N(C)C)C1 (stereo unspecified)
    4, 16
- Cn1c2ccc(Cl)cc2c2nc3ccccc3nc21
    0, -2
- O=c1c2[nH]c3ccccc3c2ncn1CCCn1ccnc1
    -1, 2
- COc1cccc(-c2cc(C(=O)N3CCCCCC3)no2)c1
    6, 20
- CCOc1ccc(C2N(c3ccc(F)cc3)C(=O)C3CCCN32)cc1 (stereo unspecified)
    4, 58
- Cn1c(=O)cc(OCC(=O)NCCCN2CCN(c3cccc(Cl)c3)CC2)c2ccccc21
    5, 7
- CCC(=O)N1CC(C)C(=O)Nc2ccccc21 (stereo unspecified)
    0, 9
- COc1ccccc1CNC(=O)CCCn1c(=O)c2ccccc2n(CC(=O)NC2CCCC2)c1=O
    -1, -19
- CCOC(=O)c1[nH]c2c(c1C)C(=O)CC(c1ccc(F)cc1)C2 (stereo unspecified)
    3, 8
- COc1ccc(C(=O)NCCCCCC(=O)O)cc1OC
    2, 13
- O=C(CN1C(=O)CCSc2ccccc21)Nc1ccccc1
    4, 13
- COc1cccc(C(CC(=O)NCCN2CCOCC2)NS(=O)(=O)c2ccc(C)cc2)c1OC (stereo unspecified)
    -5, -12
- CC(=O)OCC1=C(C(=O)O)N2C(=O)[C@@H](NC(=O)Cc3cccs3)[C@H]2SC1
    -13, -34
- CCOc1ccc2c(c1)sc1nc(C(=O)OC)cc(=O)n12
    0, 3
- CC(=O)Nc1cc(C(=O)N2CCOCC2)ccc1S(=O)(=O)c1ccc(C)cc1
    -4, -2
- CCc1nnc(NC(=O)CSc2nnc(-c3ccccc3OC)n2-c2ccccc2)s1
    -1, 2
- Oc1ccccc1Oc1ncc(Br)c(N2CCOCC2)n1
    -2, -8
- Cc1ccc(N2C(=O)c3oc4ccccc4c(=O)c3C2c2cccnc2)nc1 (stereo unspecified)
    15, 18
- O=C(Nc1ccc(F)cc1)c1oc2ccccc2c1NC(=O)C1CCCC1
    13, 25
- CCOC(=O)C(CC)Sc1ncnc2nc[nH]c12 (stereo unspecified)
    -3, -6
- CC(=O)N1CCC(=O)N(C(C)C)c2ccccc21
    5, 18
- O=C(O)CCSCc1ccccc1F
    5, -12
- O=C(c1ccco1)N1CCN(CC2CC3C=CC2C3)CC1 (stereo unspecified)
    0, -5
- CC(C)c1cc(C(=O)NCc2ccco2)no1
    -4, 0
- Cc1ccccc1-c1nc(CS(=O)(=O)CC(=O)N(C)C2CCCCC2)c(C)o1
    0, 7
- CCOC(=O)Nc1ccccc1N1C(=O)c2ccccc2C1=O
    -2, -3
- Cc1cc(=O)n2nc(N3CCC(C(=O)N4CCN(Cc5ccccc5)CC4)CC3)sc2n1
    5, 18
- CCOc1cc(-c2ccccc2)nc(N)n1
    1, 1

# Retrieved one by one from the entries so far:
# Second line of a record: S aureus QS inh, S aureus QS inh GFP MFI %
- CCOC(=O)Nc1ccccc1N1C(=O)c2ccccc2C1=O
    -2, -3
- Cc1cc(=O)n2nc(N3CCC(C(=O)N4CCN(Cc5ccccc5)CC4)CC3)sc2n1
    5, 18

# (cont.)
# Second line of a record: S aureus QS inh, S aureus QS inh GFP MFI %
- CC1(C)CC(=O)N(CC(=O)NCc2ccccc2)c2ccccc2S1(=O)=O
    -2, -9
- Cc1nc2c(-c3ccccc3)c(C)nn2c(C)c1CC(=O)O
    -1, -17
- CCN1CCN(c2ncnc3c2oc2nc(C)c4c(c23)CC(C)(C)OC4)CC1
    -2, -5
- COC(=O)c1sc(NC(=O)c2ccoc2C)nc1C
    -4, -28
- Cc1onc(-c2c(F)cccc2Cl)c1C(=O)Nc1nnc(C2CC2)s1
    -1, -3
- COCCn1c(=O)[nH]c2cc(C(=O)NCC3CCCO3)ccc2c1=O (stereo unspecified)
    -3, -7
- OCCN1CCN(c2ncnc3ccc(Br)cc23)CC1
    -4, -24
- COc1ccc(NC(=O)C2(N(CC(C)C)C(=O)Cn3nnnc3N)CCCCC2)cc1
    -1, -4
- CCOC(=O)CCCOC(=O)c1ccc(S(=O)(=O)N(C)C)cc1
    -2, -2
- N#CCSc1nc2c(c(C3CC=CCC3)c1C#N)CCC2 (stereo unspecified)
    18, 35
- CCOC(=O)N1CCN(C(=O)c2cn(C)c3ccc(S(=O)(=O)N4CCCC4)cc3c2=O)CC1
    3, 4
- Cc1nnc(SCc2cc(=O)[nH]c(N3CCCCC3)n2)s1
    0, 14
- COc1ccc(-n2c(SCC(=O)Nc3ccc(C(=O)O)cc3)nnc2-c2cccs2)cc1
    5, 19
- Cc1ccc(S(=O)(=O)NC(C(=O)OCC(=O)NC2CCS(=O)(=O)C2)C(C)C)cc1 (stereo unspecified)
    -1, 4
- CCOc1ccc(C2CC(c3ccc(OC)c(OC)c3)n3nc(N)nc3N2)cc1 (stereo unspecified)
    1, -2
- O=C(CCCN1C(=O)CSc2ncccc21)N1CCN(Cc2ccccc2)CC1
    0, -2
- Cc1ccc2c(c1)N(CCCC(=O)NCc1cccnc1)C(=O)CO2
    -3, -8
- Cc1noc(C)c1S(=O)(=O)Nc1ccc(C(=O)NCCc2ccccc2)cc1
    -7, -11
- Cc1ccccc1Cn1nc(C)c(NC(=O)c2noc3c2CCc2ccccc2-3)c1C
    3, 2
- CSc1ccc2nnc(-c3cccc(F)c3)n2n1
    -1, 4
- Cc1ccccc1Cn1cc(NC(=O)c2noc3c2CC(C(C)(C)C)CC3)cn1 (stereo unspecified)
    4, 12
- O=C(CSc1ccc2nnc(-c3cccc(F)c3)n2n1)NCc1ccco1
    0, -8
- O=C(NCc1ccco1)c1noc2c1CCCCC2
    2, 12
- CCOCCOC(=O)C1=C(C)Nc2ccc(C)cc2S1
    -4, -6
- CCCCn1c(-c2nonc2NC(=O)c2ccccc2Cl)nc2ccccc21
    -2, -7
- Cc1csc2ncc(C(=O)N3CCc4ccccc43)c(=O)n12
    -3, -27
- CCOC(=O)c1cc2c(=O)n3ccccc3nc2n(Cc2ccccc2)c1=N
    -2, -19
- Cn1c(=O)cc(SCC(=O)NCC2CCCO2)c2ccccc21 (stereo unspecified)
    -2, 0
- CC(=O)N1CCN(c2ccc(NCc3ccc(F)cc3)cc2)CC1
    -3, -38
- COc1ccc(-n2c(Cc3cccn3C)nnc2SCC(=O)N2CCOCC2)cc1
    -3, -11
- O=C(O)CCCC(=O)NCCc1ccncc1
    -3, 0
- Cc1cc(NC(=O)C2CCN(S(=O)(=O)c3cnc[nH]3)CC2)ccc1Br
    -4, -35
- Cc1cc(C)n2nc(CC(=O)NC3CCCCCCC3)nc2n1
    -1, -9
- O=C(CSc1nc(-c2ccc(F)cc2)cs1)N1CCOCC1
    1, 7
- CCNC(=O)CC1C(=O)N(c2ccc(F)cc2)C(=O)N1CCc1ccc(OC)cc1 (stereo unspecified)
    -9, -18
- O=C(Nc1cccc(-c2cn3cccnc3n2)c1)c1ccc(Br)o1
    0, 11
- Cc1ccc(N(CC(O)CN2CCCC2)S(=O)(=O)c2ccc(C)cc2)cc1 (stereo unspecified)
    -2, -3
- COc1cccc(-c2csc(N3CCN(CC(=O)Nc4ccc5c(c4)OCO5)CC3)n2)c1
    -3, -7
- CN1CCN(C(CNS(=O)(=O)c2ccc(Cl)cc2)c2cccnc2)CC1 (stereo unspecified)
    2, 10
- COC(=O)c1ccccc1NC(=O)CSc1nnnn1C1CCCCC1
    6, 29

# Entries shown so far containing a COOH group:
# Second line of a record: S aureus QS inh, S aureus QS inh GFP MFI %
- CC1(C)SC2[C@H](NC(=O)C(NC(=O)N3CCNC3=O)c3ccccc3)C(=O)N2C1C(=O)O (stereo partly specified)
    -13, -21
- COc1ccc(C(=O)NCCCCCC(=O)O)cc1OC
    2, 13
- CC(=O)OCC1=C(C(=O)O)N2C(=O)[C@@H](NC(=O)Cc3cccs3)[C@H]2SC1
    -13, -34
- O=C(O)CCSCc1ccccc1F
    5, -12
- Cc1nc2c(-c3ccccc3)c(C)nn2c(C)c1CC(=O)O
    -1, -17
- COc1ccc(-n2c(SCC(=O)Nc3ccc(C(=O)O)cc3)nnc2-c2cccs2)cc1
    5, 19
- O=C(O)CCCC(=O)NCCc1ccncc1
    -3, 0

# Next section
# Second line of a record: S aureus QS inh, S aureus QS inh GFP MFI %
- CCOC(=O)N1CCN(C(=O)CSCC(=O)N=c2sc3cc(OC)ccc3n2C)CC1
    0, -16
- CCN1CCN(c2ncnc3c2cnn3-c2ccc(C)cc2C)CC1
    -2, -4
- CCOc1cccc2cc(-c3csc(NC(=O)CCC(=O)N4CCN(C)CC4)n3)c(=O)oc12
    -1, -11
- CCc1nnc(NC(=O)C2CC(=O)N(Cc3ccco3)C2)s1 (stereo unspecified)
    -1, -3
- CCc1ccc(NS(=O)(=O)c2ccc3[nH]cc(C(=O)N4CCCCC4)c(=O)c3c2)cc1
    3, 17
- COCCCNC(=O)C1CCCCN1S(=O)(=O)c1ccc(F)cc1 (stereo unspecified)
    2, 6
- Cc1nc2sc(C(c3cccc(F)c3)N3CCN(C(=O)c4ccco4)CC3)c(O)n2n1 (stereo unspecified)
    0, 9
- CC(=O)c1cc(C)ccc1OC(=O)c1cccc2nc(C)oc12
    3, 19
- COc1cccc(C2CC(c3ccc(Cl)cc3Cl)n3nc(N)nc3N2)c1 (stereo unspecified)
    5, 14
- O=C(COc1ccccc1)N1CCN(c2ncnc3c2cnn3-c2ccccc2)CC1
    0, 8
- c1ccc2c(Cn3ccnc3)c[nH]c2c1
    -1, 3
- c1cncc(-c2nnc(-c3ccco3)o2)c1
    2, 14
- CC(NC(=O)Cc1cccs1)C(c1cccs1)N1CCN(c2ccccc2F)CC1 (stereo unspecified)
    -2, -8
- CCCC(=O)Nc1cc(C)c(NC(=O)c2ccccn2)cn1
    -6, -8
- CC(C)(C)n1nnnc1CN1CCC(NC(=O)NC2CCCCC2)CC1
    0, 3
- CCc1nn(CCCC(=O)N2CCc3ccccc3C2)c(=O)c2cc3occc3n12
    10, 6
- Cc1c(C(=O)N2CCOCC2)[nH]c2c1C(=O)CC(c1ccc(Cl)cc1)C2 (stereo unspecified)
    0, -4
- COc1cccc(-c2cc(C(F)(F)F)nc(NCc3ccco3)n2)c1
    22, 52
- C=CCOc1ccc(CN(C)CC(=O)N(CC(C)C)c2c(N)n(CC(C)C)c(=O)[nH]c2=O)cc1
    6, 14
- COCCCNC(=O)C(Cc1ccccc1)NS(=O)(=O)c1ccc2c(c1)c(=O)n(C)c(=O)n2C (stereo unspecified)
    2, -1
- CCOC(=O)c1ccc(NC(=O)Cn2nnc(-c3ccccc3C)n2)cc1
    28, 33
- O=C(c1ccc(=O)[nH]c1)N(Cc1ccco1)C1(C(=O)NC2CCCCC2)CCCCC1
    8, 16
- CCc1ccc(NC(=O)c2ccc3c(c2)C(=O)N(Cc2ccco2)C3=O)cc1
    -1, -13
- CCOC(=O)c1c(NC(=O)C(F)(OC)C(F)(F)F)sc2c1CCN(C)C2 (stereo unspecified)
    1, 16
- CN(C)C(=O)Oc1cccc([N+](C)(C)C)c1
    -1&-2, 9&-1
- CCN(CC)CCNC(=O)c1ccc(N)cc1
    0, 31
- O=C(O)c1ccc2c(c1)C(=O)N(CCC1=CCCCC1)C2=O
    -4, -10
- CNC(=O)CSc1nnc(-c2cccc(S(=O)(=O)N3CCOCC3)c2)n1-c1ccc(F)cc1
    0, -1
- COC(=O)c1cc2oc3ccccc3c2n1CC(=O)Nc1ccccc1OC
    3, 26
- COc1cccc(-c2cc3nc4c(c(N5CCC6(CC5)OCCO6)n3n2)CCCC4)c1
    0, -1
- CC(=O)Nc1ccc(S(=O)(=O)c2ccc(N)cc2)cc1
    0, 9
- COc1cc(OC)c(OC)cc1CN(C)CCc1ccccn1
    1, 5
- O=C(O)CCCCCCC1C(=O)NC(=O)N1CCC(O)C1CCCCC1 (stereo unspecified)
    1, 13
- COc1ccc2[nH]c(C)c(CCN3C(=O)C4CC=CCC4C3=O)c2c1 (stereo unspecified)
    2, 14
- CCOc1ccc2nc(N3CCCC(C(=O)NCCCN4CCOCC4)C3)sc2c1 (stereo unspecified)
    -6, -43
- COc1ccc(N2CCN(C(=O)C(OC(C)=O)c3ccccc3)CC2)cc1 (stereo unspecified)
    -2, -7
- Cc1cc(NC(=O)Cc2ccccc2)nc2c1c(=O)oc1ccccc12
    -2, -5
- O=C(NCc1ccc2c(c1)OCO2)c1ccccn1
    3, 9
- CCOc1ccc(OCC)c2sc(C)nc12
    0, 7
- O=C(Cn1cnc2c(oc3ccccc32)c1=O)c1ccccc1
    10, 27
- CC(=O)NCC(=O)OC(C)C(=O)Nc1ccc(C(C)=O)cc1 (stereo unspecified)
    -2, -2
- CC(=O)Oc1ccc(/C=c2\sc3ncnn3c2=O)cc1
    -2, 4
- CCSc1nnc(-c2ccc(OC)cc2)o1
    0, -10
- CN(C)c1ccc(C2N3CC4(C)CN2CC(C)(C3)C4O)cc1 (stereo unspecified)
    -2, -10
- CCOCCCn1c(=S)[nH]c2cc(C(=O)N3CCN(C)CC3)ccc2c1=O
    3, 6

# Source: PubChem

# Only part of the results is shown; the hit share may differ from the screen's.
